High-throughput results: PubChem BioAssay, National Center for Advancing Translational Sciences (NCATS)
S-ASM inh = Inhibitors of Secretory Acid Sphingomyelinase (S-ASM): qHTS; Potency, µM (doses to about 57.5 µM), inactives show top-dose activity change, negative = inhibition, actives largely listed as inhibitors; placental ASM, HMU-PC fluorogenic substrate, 60 min; 0.006% of 340,000 active; AID 504937, 2011; note: potency is the fitted concentration of half-maximal effect
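Fluorogenic HMU-PC substrate (9 uM final) is turned over by placental ASM in 60 min at 37 C after a 10 min compound preincubation. Reaction ended by alkaline stop (pH 10), with fluorescence read at 386/447 nm.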
BCR signal inh = qHTS Assay to Find Inhibitors of Chronic Active B-Cell Receptor Signaling; ABC-DLBCL IkBa-CBG/CBR reporter, luminescence ratio, 4 h; Potency, µM (doses to about 46.1 µM), without a hit: at the highest dose ratio change, negative = lower green/red ratio, actives largely listed as inhibitors; 0.05% of 340,000 active; AID 493014, 2011; active = well fitted inhibition curve with a large enough effect in the signal ratio, with a control signal flat, not every such curve was filed as active; inconclusive = small, poorly fitted or top-dose-only effect, or effect the other way, or a change in a side signal; the % refers to the signal ratio;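 note: potency is the fitted concentration of half-maximal effect; plate controls were basal doxycycline-induced cells for no effect and cells given 10 µM MG132 for full effect; MG132 reads +100%, hits lower the ratio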
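Compounds up to 46 uM were incubated four hours with TMD8 cells whose green CBG68 luciferase is fused to IkappaBalpha; red CBR luminescence normalised the signal, and concentration-effect curves were fitted to fusion, red and ratio data.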
Coupling enz = qHTS Assay for Inhibitors of Fructose-1,6-bisphosphate Aldolase from Giardia Lamblia: Coupling assay counterscreen; coupling enzyme system counterscreen, AmpLite Red fluorescence; activity change, negative = inhibition, % at 58.2 µM, hits read low; 0.67% of 290,000 active; in the data active = activity change below about -30%; note: % is set by controls: 0 for no effect and ±100 for the full control effect
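Compounds tested against the coupling enzymes alone at 57.5 uM final; readout was AmpLite Red fluorescence (525/598 nm) after 20 min at RT.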
Integrin act MD = qHTS for Activators of Integrin-Mediated Alleviation for Muscular Dystrophy. alpha7betagal myoblasts, beta-gal FDG fluorescence, 48 h. Potency, µM (titrated, usually from 38.3 µM), without a hit: at the highest dose activation, actives largely listed as activators. 0.064% of 350,000 active;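 note: potency is the fitted concentration of half-maximal effect; 100% = response of the positive control SU9516; nearly all actives have a fitted effect of over 60% in size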
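Alpha7betagal+/- myoblasts (passage 13) were plated 16-24 hr, then exposed to compounds (1:260 dilution of DMSO stock) for 48 hours at 37C. After MPER lysis, β-galactosidase reporter activity was read as FDG fluorescence (ex 480/em 540) after 30 minutes.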
Menin-MLL TR inh = qHTS Assay for Inhibitors Targeting the Menin-MLL Interaction in MLL Related Leukemias: Competition With Texas Red Labeled MLL-derived Mutant Peptide. O00255. Menin + Texas Red MLL mutant peptide, fluorescence polarization. 0.23% of 270,000 active. AID 1768, 2009. Potency, µM (top dose mostly 61.6 µM), for the others: at the top dose FP activity change, negative = inhibition, hits mostly inhibitors; active = well fitted inhibition curve with a large enough effect in the polarisation, with a control signal flat, not every such curve was filed as active; inconclusive = small, poorly fitted or top-dose-only effect, or effect the other way, or a change in a side signal; inactive = no such curve, though single readings can be large or run the other way; the % refers to the polarisation; note: potency is the fitted concentration of half-maximal effect; % of control where 0% means no effect; many of its hits are not listed in these tables
Giardia kill = Small Molecules that selectively kill Giardia lamblia: qHTS | Giardia lamblia trophozoite viability | activity change, % at 7.66 µM, hits read low | 0.15% of 340,000 active; in the data active = activity change below about -80%; inconclusive = between about -30% and that limit;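 note: parasites exposed to compound for two days anaerobically before the ATP read; % is set by controls: 0 for no effect and ±100 for the full control effect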
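Viability, read as ATP luminescence: trophozoites at 100 cells/well, compound added, 48 hrs anaerobic at 37 deg C, then 15-30 min room-temperature development before reading.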
Tb PFK block = qHTS Assay to Find Inhibitors of T. brucei phosphofructokinase | T. brucei PFK, ADP-Glo luminescence | ATP-dependent 6-phosphofructokinase (Trypanosoma brucei brucei), O15648 | Potency, µM (series often up to 57.5 µM), without a hit: at the highest dose activity, negative = inhibition, hits mostly inhibitors | 0.17% of 330,000 active;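 note: potency is the fitted concentration of half-maximal effect; 0% = uninhibited 1x PFK enzyme wells and -100% = no-enzyme wells; nearly all actives have a fitted effect of over 60% in size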
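Activity is normalized to no-enzyme wells (full inhibition) and 1.25 nM enzyme wells (no inhibition). Reaction: 0.5 mM F6P, 0.1 mM ATP, 45 min RT, ADP-Glo luminescence; concentration-response curves fitted and classed by quality.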
B2AR arrestin = qHTS assay of beta-arrestin-biased ligands of beta2-adrenergic receptor; Beta-2 adrenergic receptor (Homo sapiens), P07550; beta-arrestin recruitment to beta2AR, cell-based reporter; Potency, µM (top dose mostly 46.1 µM), for the others: at the top dose activation, most hits filed as activators; 0.02% of 330,000 active;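 note: potency is the fitted concentration of half-maximal effect; 0% = DMSO controls and full agonism = EC100 isoproterenol or metaproterenol; nearly all actives have a fitted effect of over 65% in size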
Target sequence (P07550 whole entry, looked up): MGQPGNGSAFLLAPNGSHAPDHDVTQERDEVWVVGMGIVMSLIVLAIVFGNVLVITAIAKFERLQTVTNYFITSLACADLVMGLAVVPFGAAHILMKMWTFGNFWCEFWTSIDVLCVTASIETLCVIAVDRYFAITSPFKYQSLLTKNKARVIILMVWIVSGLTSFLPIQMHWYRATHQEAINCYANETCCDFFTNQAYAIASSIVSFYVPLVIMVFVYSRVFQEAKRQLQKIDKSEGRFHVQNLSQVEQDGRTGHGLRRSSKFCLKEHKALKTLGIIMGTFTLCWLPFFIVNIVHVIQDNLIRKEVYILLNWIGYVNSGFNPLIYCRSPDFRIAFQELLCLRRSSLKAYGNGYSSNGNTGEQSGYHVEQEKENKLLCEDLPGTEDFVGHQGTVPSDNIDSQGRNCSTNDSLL
TSG101-PTAP inh = qHTS Assay for Iinhibitors of HIV-1 Budding by Blocking the Interaction of PTAP/TSG101; Tumor susceptibility gene 101 protein (Homo sapiens), Q99816; Potency, µM (titrated, usually from 115 µM), inactives show top-dose activity change, negative = inhibition, usual class: inhibitors; Fluorescence polarization, FITC-PTAP peptide / Tsg101 binding; 340,000 tested, under 10 active; active = well fitted inhibition curve with a large enough effect in the main read-out, with a control signal flat, not every such curve was filed as active; inconclusive = small, poorly fitted or top-dose-only effect, or effect the other way, or a change in a side signal; inactive = no such curve, though single readings can be large or run the other way; note: potency is the fitted concentration of half-maximal effect; % of control where 0% means no effect
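Compounds were pin-transferred onto Tsg101 binding domain (10 uM final) in HEPES pH 7.5 buffer, then FITC-PTAP peptide was added at 50 nM final. After 20 min at RT, polarization reported peptide displacement across a qHTS concentration series.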
GALK inh = qHTS Assay for Inhibitors of Human Galactokinase (GALK) | P51570 | Potency, µM (highest dose often 57.5 µM), without a hit: at the highest dose activity change, negative = inhibition, actives largely listed as inhibitors | 0.007% of 270,000 active | Purified GALK, Kinase-Glo residual ATP luminescence; note: potency is the fitted concentration of half-maximal effect; % is set by controls: 0 for no effect and ±100 for the full control effect
Target sequence (P51570 whole entry, looked up): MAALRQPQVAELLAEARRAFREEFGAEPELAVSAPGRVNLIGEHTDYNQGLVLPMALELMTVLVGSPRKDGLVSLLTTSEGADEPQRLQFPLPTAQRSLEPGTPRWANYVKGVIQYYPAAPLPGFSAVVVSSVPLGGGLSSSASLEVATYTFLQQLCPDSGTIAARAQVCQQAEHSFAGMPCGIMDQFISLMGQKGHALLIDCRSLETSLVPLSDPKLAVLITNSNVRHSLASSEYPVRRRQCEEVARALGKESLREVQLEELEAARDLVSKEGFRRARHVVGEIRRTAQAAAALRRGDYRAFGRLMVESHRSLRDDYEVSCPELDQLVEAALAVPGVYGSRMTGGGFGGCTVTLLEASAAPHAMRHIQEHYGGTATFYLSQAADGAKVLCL
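Luminescence from leftover ATP (Ultra-Glo luciferase/luciferin) served as read-out after a 1 h room-temperature reaction of 5 nM GALK with 35 uM ATP and 100 uM galactose.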
PKM2 activator = qHTS Assay for Activators of Human Muscle isoform 2 Pyruvate Kinase. purified PKM2, Kinase-Glo ATP luminescence, activation; response scale: 0% is enzyme alone, no compound. 0.34% of 260,000 active. AID 1631, 2009. Potency, µM (titrated, usually from 57.5 µM), without a hit: at the highest dose activation, most hits filed as activators; note: potency is the fitted concentration of half-maximal effect; % is set by controls: 0 for no effect and ±100 for the full control effect; nearly all actives have a fitted effect of over 55% in size
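Purified hPK-M2 (>95%) run at intermediate activity with 0.1 mM ADP and 0.5 mM PEP in 50 mM imidazole pH 7.2, KCl, MgCl2; 1 h room temperature. ATP formed read by Kinase-Glo luminescence; normalized to uninhibited and no-enzyme controls.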
An asterisk follows results filed as active; ? = inconclusive; . = not tested or not shown; [ ] = remark or other dose. Unless noted, calls come from the whole dose curve; as a rule, active = well fitted curve in the direction sought with a large enough effect; inconclusive = small, poorly fitted or top-dose-only effect, or another doubt; inactive = no such curve, though single readings can be large; an effect the other way counts as inactive or inconclusive. This is a subset (hit frequency here may not be typical).

SMILES	S-ASM inh	BCR signal inh	Coupling enz	Integrin act MD	Menin-MLL TR inh	Giardia kill	Tb PFK block	B2AR arrestin	TSG101-PTAP inh	GALK inh	PKM2 activator
CCN1CC(O)=C(c2nc3ccccc3s2)C1=N	1%	0%	-1	-17%	.	33[activator]	-10%	0.1%	-3%	-4%	-4%
Cc1nc2ccc(S(=O)(=O)NCC(=O)N(C)Cc3ccco3)cc2s1	0%	5%	1	-11%	-9%	1	0%	-0.3%	-4%	2%	?
COc1ccccc1NC(=O)N(Cc1ccco1)Cc1cc2cc(C)cc(C)c2[nH]c1=O	-13%	2%	1	-21%	4%	-3	-1%	0.5%	-4%	2%	1%
O=C(Nc1ccccc1Oc1ccsc1C(=O)O)c1ccccc1F	8%	3%	3	3%	21%	-1	-5%	0.4%	0%	-2%	.
CCC(=O)Nc1ccc(S(=O)(=O)Nc2cccnc2)cc1	-2%	-1%	0	5%	10%	-17	1%	0.2%	0%	2%	21%
Cc1ccc(S(=O)(=O)N(CCO)Cc2ccccc2)cc1	-2%	4%	0	-31%	-3%	3	1%	-0.3%	-1%	-5%	0%
N#CCc1ccc(Oc2ncc(C(F)(F)F)cc2Cl)cc1	6%	?	0	26%	0%	-12	0%	0.2%	0%	1%	5%
Cc1cccc(Nc2ncnc3ccccc23)c1	1%	?	0	4%	6%	-8	3%	-1.0%	-5%	1%	-1%
COc1cc(CC(=O)Nc2cccc(SC)c2)cc(OC)c1OC	-2%	-8%	-1	-45%	10%	8	2%	-0.1%	1%	-2%	2%
COc1ccc(CCNC(=O)c2ccc3c(c2)N(Cc2ccc(C)cc2)CCS3)cc1OC	347%[activator]	?	.	-15%	.	23	-1%	-0.1%	-5%	9%	.
COc1ccc(S(=O)(=O)NC2CCCC2)c(OC)c1	-2%	-9%	1	-12%	-17%	9	0%	0.3%	-1%	-2%	-5%
Cc1ccc(NC(=O)COC(=O)C2CCC(=O)N2)c([N+](=O)[O-])c1 (stereo not drawn)	0%	4%	-12	25%	-6%	0	4%	-0.4%	0%	-2%	7%
CC(C)N1CCc2c(sc(NC(=O)c3ccc(S(=O)(=O)N4CCCCC4C)cc3)c2C(N)=O)C1 (stereo not drawn)	-2%	-5%	.	-61%[inhibitor]	.	21	0%	-0.1%	2%	5%	-17%
Cc1ccc(C(C)C)c(OCC(=O)Nn2c(C)nc3ccccc3c2=O)c1	-22%	?	1	-22%	4%	26	4%	-0.3%	-1%	-2%	-17%
O=C(CN1C(=O)NC2(CCCCC2)C1=O)Nc1cccc(S(=O)(=O)N2CCOCC2)c1	-3%	-9%	4	-10%	.	7	2%	-0.9%	0%	0%	1%
Cc1ccc(C(=O)Nc2ncc(Cc3ccccc3)s2)o1	-2%	?	3	-3%	17%	?	-5%	-0.2%	1%	1%	-24%
CCCCN(CCCC)C(=S)NC(=O)c1ccccc1Cl	4%	?	0	2%	-5%	1	-6%	-0.5%	0%	2%	10%
O=C(COC(=O)C1CCN(S(=O)(=O)c2cccc3cccnc23)CC1)c1ccc([N+](=O)[O-])cc1	-1%	-9%	0	0%	-5%	-11	-6%	-0.3%	0%	-2%	-2%
COc1cccc(CC(=O)Nc2ccc(S(=O)(=O)Nc3nc(C)cc(C)n3)cc2)c1	12%	-7%	2	-3%	13%	-22	-3%	0.0%	-4%	-2%	15%
CN(C)c1nc2ncn(Cc3ccccc3)c2c(=O)[nH]1	4%	?	4	-5%	.	-19	0%	-0.7%	-3%	-2%	-3%
S=c1[nH]c(-c2ccccc2)cn1/N=C/c1cccnc1	-2%	5%	0	10%	.	-12	-14%	-0.2%	1%	-3%	-12%
CSc1nncn1/N=C/c1ccc([N+](=O)[O-])cc1	-6%	?	1	3%	1%	10	2%	0.0%	0%	-1%	-36%
COc1cc(NC(=O)CCc2nnc3ccc(NCc4ccco4)nn23)cc(OC)c1	-2%	-17%	.	?	.	22	-12%	-0.3%	1%	3%	.
CCSc1oc(-c2ccco2)nc1S(=O)(=O)c1ccc(C)cc1	0%	6%	0	-13%	6%	-16	11%	-0.2%	-10%	0%	10%
COc1ccc(CN2CCN(C3CCC3)CC2CCO)c(F)c1 (stereo not drawn)	-2%	0%	0	-27%	-7%	-8	-1%	-0.5%	-1%	0%	-1%
C=CCNC(=O)c1oc2ccc(S(=O)(=O)N(CC)CC)cc2c1C	-1%	3%	5	11%	-4%	0	5%	0.5%	.	0%	1%
C[N+](C)(C)C(Cc1ccccc1)C(=O)[O-] (stereo not drawn)	0%	2%	5	-14%	.	-24	-1%	0.2%	-1%	-2%	16%
O=C1CCCc2[nH]nc(-c3cccnc3)c21	1%	?	-6	7%[7.66 µM]	4%	29	-3%	-0.8%	-7%	0%	-17%
O=C(CSc1nc2ccccc2c(=O)n1-c1ccccc1Cl)Nc1cccc(S(=O)(=O)N2CCOCC2)c1	-2%	?	-2	-10%	-4%	-18	0%	2.9%	-5%	-3%	1%
CCOc1ccc(N(C)S(=O)(=O)c2ccc(-c3ccc(=O)[nH]n3)s2)cc1	-12%	1%	.	10%	.	7	0%	0.1%	-1%	-7%	.
CCN(C(=O)c1cccc(S(=O)(=O)N2CCCCC2)c1)C1CCS(=O)(=O)C1 (stereo not drawn)	-1%	4%	.	-5%	.	6	0%	-0.2%	-5%	.	.
Cc1nc(SC(C)C(=O)Nc2c(C)n(C)n(-c3ccccc3)c2=O)nc(C)c1C (stereo not drawn)	5%	2%	.	4%	.	-18	-3%	0.0%	-2%	.	.
Cc1ccc(NC(=O)CO/N=C(\N)c2nonc2N)cc1	-1%	?	1	-19%	-4%	2	0%	-1.4%	-3%	1%	1%
COc1ccc(S(=O)(=O)Nc2c(C(=O)O)[nH]c3ccccc23)cc1	6%	8%	-1	-23%	?	4	-2%	0.0%	-3%	-1%	.
CCOC(=O)C1(CCCc2ccccc2)CCN(C(=O)COC)CC1	-3%	7%	2	-10%	.	-2	-9%	-0.1%	-1%	7%	1%
COc1ccc(OCC(=O)OCC(=O)NCc2ccc(F)cc2)cc1	6%	5%	-1	32%	-4%	-1	0%	0.4%	-6%	2%	-4%
Cc1nn(Cc2ccc(Cl)cc2)c(C)c1NC(=O)c1ccc([N+](=O)[O-])cc1	2%	?	-3	6%	29%	10	-9%	-0.5%	-1%	1%	1%
Cc1nc2ccccc2c(=O)n1/N=C/c1ccco1	-1%	2%	-6	-2%	-14%	-10	-3%	0.0%	0%	1%	2%
CC(C)c1ccc(CNn2cnnc2)cc1	0%	-2%	1	-7%	-9%	6	-1%	-0.6%	-3%	.	2%
CN1C(C(=O)Nc2ccccn2)=C(O)c2sc(Cl)cc2S1(=O)=O	5%	16%	-3	.	0%	-27	0%	-3.1%	2%	.	0%
Cc1cc(C)c(NC(=O)c2ccc3nccnc3c2)c(C)c1	4%	4%	.	11%	.	-15	1%	-0.1%	-5%	.	.
COc1cccc(NS(=O)(=O)c2ccc(-c3coc(C)n3)cc2)c1	0%	0%	1	?	-28%	0	0%	0.6%	0%	10%	.
Cc1ccc(-n2cc(C(=O)c3ccc(F)cc3)nn2)cc1Cl	4%	?	1	?	-16%	-20	3%	5.1%	0%	2%	1%
Cc1cc(C)cc(Nc2cnn(C34CC5CC(CC(CC(=O)O)(C5)C3)C4)c(=O)c2Cl)c1	-1%	-1%	1	16%	.	0	-3%	0.3%	-8%	-5%	-1%

3 compounds out of the list, arranged by heavy-atom count, highest first:
SMILES	S-ASM inh	BCR signal inh	Coupling enz	Integrin act MD	Menin-MLL TR inh	Giardia kill	Tb PFK block	B2AR arrestin	TSG101-PTAP inh	GALK inh	PKM2 activator
COc1cccc(NS(=O)(=O)c2ccc(-c3coc(C)n3)cc2)c1	0%	0%	1	?	-28%	0	0%	0.6%	0%	10%	.
Cc1ccc(-n2cc(C(=O)c3ccc(F)cc3)nn2)cc1Cl	4%	?	1	?	-16%	-20	3%	5.1%	0%	2%	1%
CC(C)c1ccc(CNn2cnnc2)cc1	0%	-2%	1	-7%	-9%	6	-1%	-0.6%	-3%	.	2%
